Screening results deposited in PubChem by several laboratories.
DUSP3 inh: inhibitors of human VHR1 phosphatase (DUSP3); P51452; recombinant VHR phosphatase, pNPP absorbance; inhibition, % at 13.3 µM; hit rate 0.52% among 290,000; in the data active means inhibition above about 50%; further: some compounds called inactive have numbers as strong as hits
PfHsp40 yeast: compounds rescuing yeast from Plasmodium falciparum HSP40 toxicity | S. cerevisiae expressing PfHsp40, growth rescue, ATP luminescence | AID 504582 | growth rescue, % at 12.5 µM | hit rate 0.68% among 340,000; in the data active means growth rescue above about 28%, passing the limit was not always enough; inconclusive means no clear call, values can overlap the other calls;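 further: yeast W303a lacking pdr1 and pdr3 grown in galactose medium; growth measured after three days at 30 °C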
TcdB inh: blocks C. difficile toxin B glycohydrolase activity. hit rate 0.24% among 350,000. P18177. TcdB glycohydrolase enzymatic assay, plate reader. inhibition, % at 9.99 µM; in the data active means inhibition above about 10%
Rv3671c inh: inhibitors of M. tuberculosis serine protease Rv3671c; hit rate 0.048% among 320,000; inhibition, % at 5.96 µM; AID 2606; P9WHR9; in the data active means inhibition above about 38%;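 further: extracellular domain of Rv3671c used as enzyme; 0% = enzyme with DMSO and 100% = no enzyme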
BH1578 lux ind: inducers of Vibrio cholerae quorum light production without autoinducers. activation, % at 18.7 µM. V. cholerae BH1578 lux reporter, luminescence, 6 h. AID 588436. hit rate 0.16% among 350,000; in the data active means activation mostly above about 9.7%, no sharp cut-off; inconclusive means no clear call, values can overlap the other calls; inactive means mostly below about 3.7%; further: not every result past the cut was called active; inactives centre near 0; reference of the scale not given here
Anthrax LF inh2: blocks Bacillus anthracis lethal factor protease. P15917. multiplex microsphere protease cleavage assay, LF. inhibition, % at 10 µM. hit rate 0.12% among 360,000. AID 588501; in the data active means inhibition above about 30%; inconclusive means no clear call, values can overlap the other calls; further: plate controls were buffer without enzyme for full effect and enzyme alone for no effect
SSB-PriA inh: blocks PriA binding to SSB C-terminal tail; AlphaScreen SSBct-PriA binding, biotinylated peptide; inhibition, % at 33 µM; hit rate 0.6% among 430,000; AID 1272365; in the data active means inhibition mostly above about 37%, no sharp cut-off; inactive means mostly below about 20%;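 further: plate controls were negative control peptide for no effect and reference peptide for full effect; strong numbers were not always called active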
Y pestis TopoI: blocks Yersinia pestis topoisomerase I activity | hit rate 0.064% among 360,000 | Y. pestis Topo-I cleavage product accumulation, plate reader | activity, % at 10 µM; in the data active means activity above about 50%, passing the limit was not always enough; inconclusive means no clear call, values can overlap the other calls; further: inactives centre near 2
3CLpro inhibitor: SARS-CoV 3CLpro protease inhibition. P0C6X7. recombinant SARS-CoV 3CLpro, quenched FRET peptide cleavage. inhibition, % at 6 µM. hit rate 0.14% among 290,000. AID 1706; in the data active means inhibition above about 12%
MazEF act: MazEF (E. coli) toxin RNase activation. activation, % at 20 µM. AID 504720. FAM/BHQ RNA-DNA oligo cleavage fluorescence, 5 h. P0AE70. hit rate 0.32% among 350,000; in the data active means activation above about 50%
An asterisk follows results filed as active; i = inactive; u = inconclusive; x = no result given; & = joins results of further samples.

Compound	DUSP3 inh	PfHsp40 yeast	TcdB inh	Rv3671c inh	BH1578 lux ind	Anthrax LF inh2	SSB-PriA inh	Y pestis TopoI	3CLpro inhibitor	MazEF act
COc1ccc(C(=O)N(CN2CCCC2=O)c2ccc(C)cc2)cc1	19	-0.2	x	-3	-0.7	u	-6	4	-1	2
CCN1CCN(S(=O)(=O)c2ccc(Cl)c(C(=O)NCCOc3ccc(C)cc3)c2)CC1	x	-0.5	-2.6	x	-1.8	x	-6	12	x	-6
COc1ccc(CN2CCNC(=O)C2CC(=O)NCC2CCOCC2)c(C)c1C (stereo unspecified)	80	0.5	0.4	-11	-0.6	-2	-11	-5	-3	5
Cc1[nH]c(C)c(C(=O)/C=C/c2ccc([N+](=O)[O-])cc2)c1C	-8	-0.8	1.3	3	-0.3	0	2	-2	0	17
CN1CSC2=C(C#N)C(c3cccc(OCc4ccccc4)c3)CC(=O)N2C1 (stereo unspecified)	-4	-0.2	2.4	-2	-0.6	13	2	-8	3	-1
CC(C)(C)c1ccc(OCCNC(=S)Nc2ccccc2)cc1	-20	11	-0.6	2	0.8	-6	-7	30	3	-7
O=C(COC(=O)COc1ccc(Br)cc1)NNC(=O)c1ccccc1	x	-0.8	0.0	-9	-0.6	0	-4	-5	x	5
CCCOc1ccc(/C(O)=C2/C(=O)C(=O)N(CCN(C)C)C2c2ccc(OC)c(OC)c2)cc1 (stereo unspecified)	21	0.2	x	-2	-0.3	-1	x	-3	3	3
COc1ccc(OCC(=O)Nc2ccccc2C(=O)Nc2ccc(C(=O)O)cc2)cc1	-7	-1.4	0.7	-5	i	-3	-10	-3	10	-9
O=C(CNC(=O)c1ccc(Cl)cc1Cl)OCc1ccccc1	x	-0.8	1.0	9	-0.3	x	-2	7	x	-2
Cc1ccc2c(c1)N(C(=O)CCC(=O)NC1CCCCCC1)CC(C)O2 (stereo unspecified)	-22	1.0	6.1	-1	i	-4	-1	8	-3	7
Cc1ccc(S(=O)(=O)N2CCCCC2)cc1NC(=O)Nc1ccc(Cl)cc1Cl	12	0.0	0.2	-12	-0.3	-2	-3	1	0	4
CCC(NC(=O)c1ccccc1NC(=O)c1ccco1)C(=O)NNC(=O)c1ccncc1 (stereo unspecified)	17	x	2.3	5	i	27	-7	-1	-3	-1
CC(=O)c1ccc(N2CCC(C(=O)O)CC2)cc1	9	-1.5	0.8	-8	-0.5	-2	-5	-4	3	-3
C[C@H](CO)N1C[C@H](C)[C@@H](CN(C)S(=O)(=O)c2cn(C)cn2)Oc2ccc(NC(=O)Nc3ccccc3)cc2C1=O	x	-0.2	1.9&0.9	3	i	-5	34	12	x	-20
Cc1cc(C)cc(NC(=O)C(OC(=O)c2cc[n+]([O-])cc2)c2ccccc2)c1 (stereo unspecified)	x	-0.8	0.9	0	-0.7	-2	4	9	x	1
CC(=O)NCC(O)c1ccc([N+](=O)[O-])cc1 (stereo unspecified)	17	0.4	1.9	5	i	14	12	2	5	3
Cc1csc(=O)n1CC(=O)Nc1ccc(Cl)c(Cl)c1	x	-0.6	0.2	-9	-0.4	-3	0	-6	x	1
CCN1CCN(CC(=O)Nc2cc(F)ccc2C)CC1	-37	0.9	x	-2	i	1	-2	-1	-5	2
Cc1ccc(Nc2c(-c3ccccn3)nc3cc(C)ccn23)cc1	29	0.0	2.0	12	-0.4	-6	97	-1	-1	5
Cc1c(NS(=O)(=O)c2cc([N+](=O)[O-])ccc2Cl)c(=O)n(-c2ccccc2)n1C	x	-1.1	-0.4	5	i	13	-2	0	x	9
O=C(COc1ccc2ccccc2c1)NCCNC(=O)COc1ccc2ccccc2c1	-7	-1.0	x	1	i	1	-12	15	-6	-19
CCCCNC(=O)NS(=O)(=O)c1ccc(C(=O)OC(C)C)o1	4	2.0	x	-2	i	-8	-44	-2	-4	7
COc1ccc(NC2CCCN(Cc3cccc4cnccc34)C2)cc1 (stereo unspecified)	-4	0.5	0.3	2	-0.9	-17	16	-7	0	2
Cn1c(CC(=O)NN)c(Sc2ccccc2)c2ccccc21	5	0.0	-2.1	15	-1.2	-8	-7	-1	2	-12

Reprinted from the part before: 3 compounds; new compounds follow.
Compound	DUSP3 inh	PfHsp40 yeast	TcdB inh	Rv3671c inh	BH1578 lux ind	Anthrax LF inh2	SSB-PriA inh	Y pestis TopoI	3CLpro inhibitor	MazEF act
CCCCNC(=O)NS(=O)(=O)c1ccc(C(=O)OC(C)C)o1	4	2.0	x	-2	i	-8	-44	-2	-4	7
COc1ccc(NC2CCCN(Cc3cccc4cnccc34)C2)cc1 (stereo unspecified)	-4	0.5	0.3	2	-0.9	-17	16	-7	0	2
Cn1c(CC(=O)NN)c(Sc2ccccc2)c2ccccc21	5	0.0	-2.1	15	-1.2	-8	-7	-1	2	-12
CCOC(=O)/C(C#N)=C/c1cc(C)n(-c2ccccc2)c1C	21	-0.3	x	-5	i	-3	-4	15	4	-2
CCCCN(CC)CCNC(=O)CCNC(=O)Cn1ccc2ccccc2c1=O	11	0.4	0.8	0	-0.4	-3	-4	1	5	-4
CCc1csc(CNC(=O)C2CCC(=O)N(Cc3cccc(F)c3)C2)n1 (stereo unspecified)	-2	-0.9	0.0	2	i	-2	-8	6	-2	5
Cc1ccccc1OCCOC(=O)c1c(-c2ccccc2)noc1C	13	0.2	-0.1	-3	i	-3	-38	38	-3	1
CCCN1CCN(c2ccc([N+](=O)[O-])cc2C#N)CC1	28	2.0	0.8	3	-1.4	-4	-1	-12	3	7
COc1cc(C(=O)NCc2ccncc2)cc(Br)c1OCc1ccccc1	50*	1.3	1.1	-9	-5.6	6	2	3	6	-2
CC1=C(CC/C(C)=N/NC(N)=S)C(C)(C)CCC1	-5	0.6	-0.8	2	-0.2	-2	x	-8	-4	6
Cn1c(/C=N/n2cnnc2)nc2ccccc21	-5	-1.9	1.1	4	i	-4	x	-6	4	3
O=C1C(=O)N(CCN2CCOCC2)C(c2ccncc2)/C1=C(/O)c1ccc2c(c1)OCO2 (stereo unspecified)	-9	0.5	x	-1	-0.4	2	x	-1	-6	-1
CCOC(=O)[C@@H]1CSCCS(=O)(=O)N1Cc1ccccc1Br	x	0.9	1.4	x	i	-7	-13	8	x	7
COc1ccc(NC(=S)NCC2CCCO2)c(C)c1 (stereo unspecified)	-8	6.0	-6.1	-5	-0.5	2	-10	-6	2	-7
O=C(/C=C/c1ccccc1)NCCSCc1ccccc1	33	1.9	x	-10	-0.2	0	-11	20	4	-2
O=C1NC(=O)C(Cc2ccccc2)(c2ccccc2)N1 (stereo unspecified)	x	-0.7	2.1	x	i	4	7	-1	x	7
CC(NC(=S)NC(=O)c1ccccc1Br)c1ccccc1 (stereo unspecified)	29	14	-0.1	-2	i	-2	-31	1	1	-4
COC(=O)C1=C(c2ccccc2)C[C@@H]2CC[C@H]1N2C	x	-0.1	-0.2	9	i	3	-6	8	x	4
COc1ccc(NC(=O)c2cc(-c3ccccc3)oc2C)cc1	8	3.1	x	-4	-0.2	-2	-9	8	-8	2
CN(CC(=O)Nc1cccc(F)c1)C(=O)c1ccc2c(c1)OCCO2	x	0.3	0.8	2	i	-4	-7	-4	x	0
O=C(O)c1cccc(Oc2ccc(C(=O)O)c([N+](=O)[O-])c2)c1	x	0.8	-1.3	x	-5.9	-3	-8	1	x	-1
CC(C)(C)C(=O)c1cn(Cc2ccccc2)c2ccccc12	-11	14	0.5	-1	-0.3	7	-10	24	8	2
COc1ccccc1Nc1nc2nonc2[nH]c1=O	-4	12	2.3	-14	0.4	1	3	-2	-2	3
N/C(=N\OC(=O)COc1ccc(Cl)cc1Br)c1cccnc1	8	-0.1	-0.9	-8	0.3	-2	x	-14	1	9
COc1ccc(C(=O)N/N=C(\N)c2cc3ccccc3oc2=O)cc1	33	-0.8	0.0	2	-0.4	-3	i	4	-9	6
CC(=O)c1cccc(NC(=O)CN2CCc3cc4c(cc3C2C)OCCCO4)c1 (stereo unspecified)	28	0.1	1.1	2	-0.3	2	8	7	2	1
Cn1c(CC(=O)Nc2ccccc2F)nnc1SCC(=O)Nc1nccs1	15	-1.1	2.0	2	-1.6	-10	2	5	-4	2
Cc1nc([N+](=O)[O-])cn1CC(=O)Nc1ccc2c(c1)OCO2	9	1.6	0.6	-7	-0.3	1	4	3	-2	4
COCCN1C2=C(COC(C)(C)C2)C(=S)NC1c1ccccc1 (stereo unspecified)	-4	-0.2	1.6	1	-0.6	-10	-8	-10	1	-33
C/C(=N\N1CCN(c2ccc(Cl)cc2)CC1)c1cccs1	8	-0.3	x	1	0.1	1	x	2	-2	2
CCCCOc1ccc(/C=C/C(=O)OCC(=O)NC(=O)NCC(C)C)cc1OCC	-5	-0.3	0.9	-9	-0.1	2	-9	2	2	-9
O=S(=O)(N[C@H]1C[C@@H](NS(=O)(=O)OCC(Cl)(Cl)Cl)C2CCCCC21)OCC(Cl)(Cl)Cl (stereo partly specified)	32	2.2	0.3	-8	i	-3	-12	-16	8	9
Cn1ccnc1C(O)c1ccccc1 (stereo unspecified)	18	-1.1	1.7	1	i	0	-16	0	2	-5
CN(CC(=O)Nc1ccc(F)cc1)CC(=O)Nc1ccc(Cl)c(S(=O)(=O)N2CCOCC2)c1	-11	0.3	2.1	-2	-0.4	-2	-7	10	0	1
CCOC(=O)C1CCCN(C(=O)C(=O)Nc2ccc3nc4n(c(=O)c3c2)CCCCC4)C1 (stereo unspecified)	6	1.3	1.0	6	-0.2	-4	-13	10	3	-6
COc1cc(C2CC(=O)Oc3c(C(CCN4CCCC(C)C4)c4ccc(N(C)C)cc4)c(OC)cc(OC)c32)cc(OC)c1OC (stereo unspecified)	22	-0.1	-8.1	-12	i	-4	34	9	x	9
O=c1oc2ccc(Br)cc2cc1-c1nc2ccccc2o1	25	-0.9	0.0	-3	i	1	-15	3	3	13
S=C(NCCc1cccc(Cl)c1)NC1CCCCC1	14	-0.4	0.3	x	0.3	12	-12	-9	2	4
CCc1ccc(CNc2ccc3c(c2)ncn3CC)cc1	-5	1.0	-0.5	10	1.2	-2	45	17	0	8
CCOC(=O)N1CCN(c2nc3c(C)cccn3c(=O)c2C=O)CC1	20	-1.4	0.4	-3	0.6	20	-9	-7	-2	0
COc1ccc(-c2ccc(CN3C(C(C)C)C(=O)N(Cc4cn(CCC5OCCCO5)nn4)CCS3(=O)=O)cc2)cc1OC (stereo unspecified)	x	x	1.6	x	-0.2	1	x	31	x	3
COC(=O)c1ccc2c(=O)n(-c3ccccc3)c(=S)[nH]c2c1	2	-1.0	1.7	-4	-0.6	-1	1	7	-2	-3
CCc1ccc(CNC(=O)C2CCN(S(=O)(=O)N3CCCCC3)CC2)cc1	x	x	1.1	x	i	-5	x	18	x	-1
O=C(NCCc1ccccc1)C1CCCN1S(=O)(=O)c1ccccc1 (stereo unspecified)	-2	-0.1	0.7	0	i	2	-8	-9	-3	7
O=C(COC(=O)c1cccc(OC(F)F)c1)Nc1cc(S(=O)(=O)N2CCCC2)ccc1Cl	x	x	1.2	x	i	-4	x	20	x	-1
CC(C)C(=O)N1CCC(c2nc(-c3ccc(S(=O)(=O)N4CCCC4)cc3)no2)CC1	24	-0.4	x	-5	i	-3	-8	5	1	-6
CCC(C)n1c(=N)c(C#N)cc2c(=O)n3ccccc3nc21 (stereo unspecified)	31	-0.4	x	-8	i	-5	1	-4	1	17

A portion of the library; the hit share may differ from the screen's.
